Assay outcomes (PubChem)
APE1 inh – qHTS Assay for Inhibitors of the Human Apurinic/apyrimidinic Endonuclease 1 (APE1) | 350,000 tested, 0.35% active | recombinant APE1, TAMRA/BHQ-2 abasic DNA cleavage fluorescence | DNA repair nuclease/redox regulator APEX1 (Homo sapiens), P27695 | Potency, µM (doses to about 65.8 µM), for the others: at the top dose activity change, negative = inhibition, most hits filed as inhibitors;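 further: plate controls were vehicle for no effect and reference inhibitor for full effect; nearly all actives have a fitted effect of over 55% in size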
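Readout is kinetic fluorescence (ex 525, em 598 nm) from cleavage of 50 nM TAMRA/BHQ-2 THF abasic duplex by 0.75 nM APE1, compound added 15 min beforehand at RT.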
Apoferritin bind – qHTS Assay for Identification of Novel General Anesthetics; Ferritin light chain (Equus caballus), P02791; apoferritin/1-aminoanthracene competitive binding, fluorescence; Potency, µM (highest dose often 77.5 µM), inactives show top-dose activity change, negative = displacement, most hits filed as inhibitors; 350,000 tested, 0.074% active; further: on the % scale 0 is the no-effect control and ±100 the full control effect; nearly all actives have a fitted effect of over 20% in size
Target sequence (P02791 2-175 limits assumed): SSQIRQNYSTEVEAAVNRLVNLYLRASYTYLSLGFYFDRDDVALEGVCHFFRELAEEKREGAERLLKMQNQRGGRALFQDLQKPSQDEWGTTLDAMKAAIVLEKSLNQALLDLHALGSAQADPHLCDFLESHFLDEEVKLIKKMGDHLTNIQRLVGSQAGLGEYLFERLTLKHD
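Read-out: endpoint 1-AMA fluorescence, excitation 380 nm and emission 535 nm, after compounds sit 10 min at room temperature with 10 uM horse-spleen apoferritin in 50% saturated 1-AMA/PBS. Values come from four-parameter Hill fits.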
POLI inh – qHTS for Inhibitors of Polymerase Iota. Potency, µM (top dose mostly 115 µM), for the others: at the top dose activity, negative = inhibition, actives largely listed as inhibitors. AID 588590, 2011. 390,000 tested, 1% active. DNA polymerase iota (Homo sapiens), Q9UNA4. Pol iota fluorescent replication assay, 10 min
Target sequence (Q9UNA4 whole entry, looked up): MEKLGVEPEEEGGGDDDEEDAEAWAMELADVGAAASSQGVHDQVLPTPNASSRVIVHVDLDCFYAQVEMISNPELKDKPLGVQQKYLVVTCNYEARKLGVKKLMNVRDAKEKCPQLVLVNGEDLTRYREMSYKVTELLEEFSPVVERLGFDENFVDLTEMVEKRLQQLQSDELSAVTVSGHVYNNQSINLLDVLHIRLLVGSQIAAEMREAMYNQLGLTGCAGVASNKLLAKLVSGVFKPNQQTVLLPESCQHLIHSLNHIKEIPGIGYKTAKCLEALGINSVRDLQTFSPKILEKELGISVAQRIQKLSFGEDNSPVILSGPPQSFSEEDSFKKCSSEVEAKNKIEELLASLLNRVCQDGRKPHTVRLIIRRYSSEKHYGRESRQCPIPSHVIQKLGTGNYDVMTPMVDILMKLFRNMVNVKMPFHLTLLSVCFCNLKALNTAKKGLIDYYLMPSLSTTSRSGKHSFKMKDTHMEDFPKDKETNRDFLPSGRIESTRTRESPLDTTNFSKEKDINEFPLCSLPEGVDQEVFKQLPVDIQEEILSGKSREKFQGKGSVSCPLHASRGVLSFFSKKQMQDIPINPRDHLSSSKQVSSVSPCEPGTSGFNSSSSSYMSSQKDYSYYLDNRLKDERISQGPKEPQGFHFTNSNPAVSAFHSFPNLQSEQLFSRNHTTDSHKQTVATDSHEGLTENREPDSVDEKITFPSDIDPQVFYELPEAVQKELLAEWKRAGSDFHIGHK
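Pol iota at 10 nM preincubated 15 min with compounds at room temperature; reaction started with fluorescent substrate, 50 nM final. Fluorescence read kinetically at 0 and 10 min; buffer-only wells as negative control.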
Pol beta inh – qHTS Assay for Inhibitors of DNA Polymerase Beta | P06746 | Pol beta primer extension/strand displacement, fluorescence kinetic | Potency, µM (highest dose often 114 µM), for the others: at the highest dose activity change, negative = inhibition, usual class: inhibitors | 340,000 tested, 1.3% active; further: on the % scale 0 is the no-effect control and ±100 the full control effect
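Reaction started by 50 nM substrate onto compound-treated Pol beta (10 nM, 15 min preincubation, room temperature); plates read at 0 min and 10 min. Normalized concentration-effect data fitted by four-parameter Hill equation.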
G9a inh – qHTS Assay for Inhibitors of Histone Lysine Methyltransferase G9a; G9a H3K9 monomethylation, AlphaScreen, 2 h; Potency, µM (doses to about 102 µM), inactives show at the highest dose activity, negative = inhibition, hits mostly inhibitors; 350,000 tested, 8.8% active; AID 504332, 2011; further: on the % scale 0 is the no-effect control and ±100 the full control effect; nearly all actives have a fitted effect of over 75% in size
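AlphaScreen detection with an anti-monomethyl H3K9 antibody quantified product after a 2 h room-temperature reaction containing 500 nM biotinylated H3K9 peptide, 20 µM SAM and 20 nM enzyme, which had been preincubated 15 min with compound.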
Pol eta inh – qHTS for Inhibitors of Polymerase Eta | recombinant Pol eta, fluorescent DNA replication assay | Potency, µM (series often up to 114 µM), for inactives: at the highest dose activity change, negative = inhibition, actives largely listed as inhibitors | 390,000 tested, 1.2% active; further: on the % scale 0 is the no-effect control and ±100 the full control effect
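Fluorescent replication assay: 50 nM final substrate added after a 15 min room-temperature compound preincubation with 10 nM enzyme. Signal taken at 0 min and again at 10 min.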
POLK inh – qHTS for Inhibitors of Polymerase Kappa; AID 588579, 2011; purified Pol kappa, fluorescent DNA synthesis assay, 10 min; DNA polymerase kappa (Homo sapiens), Q9UBT6; 400,000 tested, 0.53% active; Potency, µM (highest dose often 107 µM), for inactives: at the highest dose activity, negative = inhibition, usual class: inhibitors; further: on the % scale 0 is the no-effect control and ±100 the full control effect
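Here, compound and 10 nM enzyme are combined for 15 min at room temperature; adding 50 nM substrate (final) starts DNA synthesis, tracked by fluorescence at 0 and 10 min against buffer-only wells.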
BLM helicase inh – qHTS Assay for Inhibitors of Bloom's syndrome helicase (BLM). AID 2528, 2010. RecQ-like DNA helicase BLM (Homo sapiens), P54132. Potency, µM (series often up to 56.1 µM), without a hit: at the highest dose activity change, negative = inhibition, usual class: inhibitors. 350,000 tested, 0.2% active. recombinant BLM DNA unwinding, fluorescence dequenching;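 further: plate controls were vehicle for no effect and no enzyme for full effect; nearly all actives have a fitted effect of over 35% in size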
BAZ2B inh – qHTS Assay for Inhibitors of BAZ2B; 360,000 tested, 4.4% active; AID 504333, 2011; Potency, µM (top dose mostly 114 µM), for the others: top-dose activity change, negative = inhibition, hits mostly inhibitors; AlphaScreen BAZ2B-H3K14Ac peptide displacement; further: on the % scale 0 is the no-effect control and ±100 the full control effect; nearly all actives have a fitted effect of over 60% in size
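Inhibition is scored as reduced AlphaScreen emission. The BAZ2B/b-H3(5-23)K14Ac complex (50 nM each) in PBS pH 7.4, 0.01% Tween-20 meets compound (up to 110 uM) for 30 min at RT before bead addition.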
Numbers without * were called inactive; ? = inconclusive; · = no result given; & = joins results of further samples; [ ] = dose if it differs, or a comment. The call rests on the fitted dose curve; in most records, active means well fitted curve in the direction sought with a large enough effect; inconclusive means small, poorly fitted or top-dose-only effect, or another doubt; inactive means no such curve, though single readings can be large; an effect the other way counts as inactive or inconclusive. Potency means the concentration at half of the fitted maximal effect. The list is partial; count on the stated rates, not on these rows.

SMILES	APE1 inh	Apoferritin bind	POLI inh	Pol beta inh	G9a inh	Pol eta inh	POLK inh	BLM helicase inh	BAZ2B inh
CCN1CCCC1CNCc1ccc(OCc2ccc(Cl)nc2)c(OC)c1 (stereo not drawn)	-5%	-17%	-17%	8%	?	1%	-2%	7%	-38%
Cn1c(N)c(C(=O)CN2CCc3ccccc3C2)c(=O)n(C)c1=O	9%	-4%	17%	26%	8.9µM*	-12%	8%	-7%	-12%
Cc1ccc(C=Nc2ccccc2C(=O)Nc2ccccc2)cc1	-1%	129%[activator]	8%	-4%	-8%	-8%	-15%	3%	6%
COc1ccc(CCNC(=O)Cn2c(-c3cccs3)cc3cc(F)ccc32)cc1OC	·	39%[activator]	33%[activator]	1%	-6%[59 µM]	-17%	-6%	-3%	-4%
COc1ccc(/C=C(\C#N)C(=O)OCC(=O)NC(C)c2ccccc2)cc1 (stereo not drawn)	-4%	-10%	44%[activator]	-8%	-9%[59 µM]	6%	-13%	-5%	4%
CCN(C(=O)/C=C/c1cc(OC)c(OC)c(OC)c1)C1CCCCC1	-7%	-9%	14%	4%	24%[0.501 µM]	-11%	-14%	1%	-1%
Cn1c(C(=O)NCc2ccccn2)cc2c(=O)n3ccccc3nc21	1%	128%[activator]	?	-17%	17%[59 µM]	-7%	-2%	-4%	-3%
Cc1cccc(C)c1OCc1cc(C(=O)N(C)Cc2nc3ccccc3[nH]2)no1	23%	?	-5%	7%	2%	-16%	-6%	-5%	-37%
C=CCn1c(-c2csc(-c3ccccc3)n2)n[nH]c1=S	5%	-16%	22%	6%	1.8µM*	-4%	-20%	2%	1%
N#C/C(=C(/O)c1ccco1)c1nc2ccccc2[nH]1	-3%	0%	12%	-1%	15%	-2%	-17%	-4%	-21%
COc1ccc2c(c1)[nH]c1c(=O)n(CCN3CCOCC3)cnc12	5%	5%	32%[activator]	37%	·	-16%	-4%	4%	-4%
Cc1cc(NC(=O)Cn2nnc(-c3ccccc3N)n2)no1	5%	0%	-6%	-20%	5%[59 µM]	-5%	-19%	-4%	-8%
COc1ccccc1NC(=O)CS(=O)(=O)c1cccc2nsnc12	-2%	-10%	-8%	1%	19%	-15%	-4%	0%	3%
Cc1ccc(/C=C/c2nc3ccccc3c(=O)[nH]2)cc1	-2%	-6%	21%	-3%	22%	2%	-6%	2%	-3%
CCN1CCN(C(=O)c2cnn(-c3ccc(F)cc3)c2-n2cccc2)CC1	·	-6%	-11%	30%	6%[59 µM]	-4%	5%	-4%	-2%
Cc1cc(C)n2nc(C(=O)NCc3cccc(C(F)(F)F)c3)nc2n1	-5%	-13%	104%[activator]	8%	22%	-12%	1%	-2%	11%
O=C(/C=C/c1ccc(Cl)cc1)Nc1ccccc1N1CCOCC1	7%	-1%	14%	-2%	-3%[59 µM]	-3%	-8%	-1%	3%
COC(=O)c1sccc1NC(=O)CNC(=O)c1ccccc1	-1%	-15%	153%[activator]	-1%	-4%	-8%	-7%	-2%	-2%
Cc1ccc(S(=O)(=O)N2Cc3ccccc3CC2C(=O)Nn2cnnc2)cc1 (stereo not drawn)	3%	-7%	14%	36%	?	-15%	-14%	-1%	-5%
Cc1cnc(NC(=O)CSc2nnc(-c3ccccc3)o2)s1	-5%	-9%	23%	-2%	-17%[59 µM]	-3%	-23%	4%	5%
COc1ccc(Nc2nc(-c3ccccc3F)nc3ccccc23)cc1OC	-25%	-15%&57%	-2%&-16%	?	-10%[2.33 µM]	-15%&1%	-10%	-20%&-9%	-13%&-9%
CC(C)(C)NC(=O)C(=O)NNC(=O)c1cccc(F)c1	?	0%	41%[activator]	-7%	9%	-27%	-10%	0%	?
O=C(Nc1ccc(F)cc1)N1CCCN(c2nccc(C(F)(F)F)n2)CC1	-2%	-13%	-20%	-16%	-5%	-14%	1%	-10%	1%
CCOc1ccc(C(=O)/C=C/c2cn(CC(O)CN3CCc4ccccc43)c3ccccc23)cc1 (stereo not drawn)	·	-10%	-12%	1%	-27%[59 µM]	-15%	-6%	-7%	-26%
N#CC1(c2ccccc2)CCCN1C(=O)c1ccc(Br)cc1 (stereo not drawn)	-5%	-12%	1%	7%	-11%[59 µM]	-14%	-10%	-3%	-5%
Cc1oc(-c2ccc(Cl)cc2)nc1CS(=O)CC(=O)NC1CC1 (stereo not drawn)	10%	-4%	-4%	2%	-24%	0%	-9%	1%	-9%
CCOC(=O)c1sc2nc(C)nc(NCc3ccc(Cl)cc3)c2c1C	37%	-6%	122%[activator]	-1%	12%	-18%	-16%	-10%	7%
c1ccc2[nH]c(CSc3nccs3)nc2c1	-2%	-7%	26%	-1%	-6%[59 µM]	-16%	-8%	-9%	-3%
O=C(NCC(=O)N(c1cccc(F)c1)C(C(=O)NC1CCCC1)c1ccncc1)c1ccco1 (stereo not drawn)	42%	-10%	34%[activator]	38%	-16%	-14%	0%	-4%	1%
Cn1nnnc1SCCNCc1ccc(Cl)c(Cl)c1	·	-7%	6%	-1%	7%[59 µM]	-18%	-25%	0%	-12%
COC(=O)c1oc2ccccc2c1NC(=O)CN1CCCC1	3%	-10%	46%[activator]	1%	16%	-10%	-7%[60.1 µM]	-6%	4%
COc1ccc(Nc2cc(C(=O)NCCCN3CCN(C)CC3)c3ccccc3n2)cc1	2%	-10%	5%	14%	·	-7%	-8%	1%	-9%
COc1ccc(CNC(=O)C(C)n2nc(C)c3sc4ccccc4c3c2=O)cc1OC (stereo not drawn)	·	-19%	-3%	-18%	-29%[59 µM]	-10%	0%	-7%	3%
COc1ccc(C(=O)CN2CCN(c3ccc(F)cc3)CC2)cc1	-11%	-17%	12%	32%	·	-18%	1%	-5%	?
Cc1cccc(Nc2nc(N)nc(CN3CCC(C(N)=O)CC3)n2)c1C	-1%	-3%	-2%	?	-2%[12.7 µM]	-6%	11%	-3%	?
c1ccc(COn2nnc3ccccc32)c(COn2nnc3ccccc32)c1	1%	5%	?	10%	11%[59 µM]	-11%	-12%	-7%	-6%
CCN(C(=O)COC(=O)c1cccc(S(=O)(=O)N(CC)CC)c1)C1CCS(=O)(=O)C1 (stereo not drawn)	-3%	-13%	-15%	0%	·	-8%	-11%	-1%	-1%
CN1CCN(c2cc(-c3cc(O)c4ncccc4c3)ccn2)CC1	27%&7%	·	?	·	1%[12.7 µM]	-19%	-23%	·	7.9µM*
COc1ccc(S(=O)(=O)Nc2cccc(F)c2)cc1C	-3%	-20%	2%	2%	5%	-10%	1%	-9%	-2%
CC(C)COc1ccc(/C(=N/O)c2ccccc2)cc1	-2%	?	-17%	?	-9%[12.7 µM]	-18%	-19%	-16%	3%
Cc1cc(C(=O)COC(=O)C2=NNC(=O)CC2)c(C)n1-c1cccc(C(F)(F)F)c1	-4%	?	69%[activator]	-1%	?	-23%	-8%	-4%	?
CC(=O)Nc1ccc(S(=O)(=O)N2CCC(C(=O)Nc3nccs3)CC2)cc1	12%	-9%	26%	0%	-7%	-23%	-5%	2%	-12%
COc1ccccc1C(=O)NCCC(=O)N(C)CC(=O)Nc1ccc(C)cc1	11%	·	12%	·	8%[12.7 µM]	-7%	-4%	·	3%
CCOC(=O)c1c(C)c(-c2ccccc2)n(CC(=O)Nc2cc(C)cc(C)c2)c1C	·	-14%	7%	2%	3%[59 µM]	-12%	9%	-5%	2%
O=C(COC(=O)c1cc(-c2ccccn2)nc2ccccc12)Nc1ncc(C(F)(F)F)cc1Cl	-6%	-8%	?	4%	-23%[59 µM]	-14%	9%	3%	0%
Cc1cc(Nc2ccccc2)nc(N2CCOCC2)n1	-1%	-10%	-11%	4%	-12%	-8%	-11%	-2%	4%
Cc1ccc(CSc2nc3c(c(=O)[nH]2)C(c2cccc(F)c2F)CC(=O)N3)cc1 (stereo not drawn)	·	53%[activator]	-3%	8%	-1%[59 µM]	-5%	-15%	0%	-13%
O=[N+]([O-])c1cccc(/C=C/c2ccncc2)c1	?	-14%	26%	15%	·	-18%	-4%	-4%	?
CCOP(=O)(OCC)C(NC(=O)/C=C/c1ccc(OC)cc1)c1ccccc1 (stereo not drawn)	17%	-5%	-14%	-13%	-10%	0%	-9%	4%	4%
O=C(NCC1OCCc2ccccc21)c1ccc(NC(=O)c2ccc(Cl)cc2Cl)cc1 (stereo not drawn)	-2%	3%	36%[activator]	-14%	-11%[59 µM]	-17%	-1%	7%	8%
CCC(=O)C1=C(c2ccc(F)cc2)N(C(=O)CC)n2c(nnc2-c2ccc(OC)cc2)S1	·	-14%	5%	29%	-2%[59 µM]	-9%	-7%[60.1 µM]	-4%	-5%
